# TSHR antagonist: blocks TSH signaling through the human TSH receptor; P16473; activity change, negative = inhibition, % at 11.5 µM; actives 0.2% (n = 330,000); TSHR-expressing cells, TSH-stimulated cAMP HTRF, 2 h; hits give low values;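 active = activity change below a set negative limit, meaning inhibition stronger than a set level, cut at about -70% in these data; inconclusive = activity change between two set negative limits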; note: % is set by controls: 0 for no effect and ±100 for the full control effect
#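 TSHR-expressing cells, 200/well, pre-treated with compound, then stimulated with EC80 TSH (4nM final) for 2 hours at 37 deg C. cAMP measured by competitive HTRF: anti-cAMP cryptate antibody in lysis buffer plus cAMP-d2, read after 30 minutes at room temperature.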
# BCR signal inh: chronic active BCR signaling inhibition | AID 493014 | actives 0.05% (n = 340,000) | ABC-DLBCL IkBa-CBG/CBR reporter, luminescence ratio, 4 h | Potency, µM (titrated, usually from 46.1 µM), without a hit: at the top dose ratio change, negative = lower green/red ratio, most hits filed as inhibitors; active = well fitted inhibition curve with a large enough effect in the signal ratio, with a control signal flat, not every such curve was filed as active; inconclusive = small, poorly fitted or top-dose-only effect, or effect the other way, or a change in a side signal; the % refers to the signal ratio;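 note: potency is the fitted concentration of half-maximal effect; plate controls were basal doxycycline-induced cells for no effect and cells given 10 µM MG132 for full effect; MG132 reads +100%, hits lower the ratio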
#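 Doxycycline induced both beetle luciferases in TMD8 lymphoma cells; IKK-driven degradation limits the IkappaBalpha-fused green signal, while red luminescence normalises for cell number and nonspecific effects. Compounds tested up to 46 uM, 4 hrs.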
# B2AR arrestin: recruits beta-arrestin to the human beta2-adrenergic receptor; P07550; beta-arrestin recruitment to beta2AR, cell-based reporter; Potency, µM (titrated, usually from 46.1 µM), inactives show top-dose activation, usual class: activators; actives 0.02% (n = 330,000); AID 492947;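 note: potency is the fitted concentration of half-maximal effect; 0% = DMSO controls and full agonism = EC100 isoproterenol or metaproterenol; nearly all actives have a fitted effect of over 65% in size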
# Target sequence (P07550 whole entry, looked up): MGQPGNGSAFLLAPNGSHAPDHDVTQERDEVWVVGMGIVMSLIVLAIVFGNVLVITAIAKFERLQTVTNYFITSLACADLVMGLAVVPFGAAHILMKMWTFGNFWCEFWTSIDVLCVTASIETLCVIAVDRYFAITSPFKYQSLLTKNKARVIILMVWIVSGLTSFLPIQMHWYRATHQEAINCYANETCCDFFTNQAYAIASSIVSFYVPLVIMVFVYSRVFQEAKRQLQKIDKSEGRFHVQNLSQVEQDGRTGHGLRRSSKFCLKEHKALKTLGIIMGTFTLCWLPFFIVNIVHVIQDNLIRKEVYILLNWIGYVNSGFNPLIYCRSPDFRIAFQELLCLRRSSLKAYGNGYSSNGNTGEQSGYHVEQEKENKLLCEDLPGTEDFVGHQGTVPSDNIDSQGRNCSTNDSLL
# PTAP TSG101 blk: blocks PTAP/TSG101 interaction to inhibit HIV-1 budding. Q99816. Fluorescence polarization, FITC-PTAP peptide / Tsg101 binding. Potency, µM (top dose mostly 115 µM), inactives show top-dose activity change, negative = inhibition, actives largely listed as inhibitors. 340,000 tested, under 10 active; active = well fitted inhibition curve with a large enough effect in the main read-out, with a control signal flat, not every such curve was filed as active; inconclusive = small, poorly fitted or top-dose-only effect, or effect the other way, or a change in a side signal; inactive = no such curve, though single readings can be large or run the other way; note: potency is the fitted concentration of half-maximal effect; % of control where 0% means no effect
#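 Compounds were pin-transferred onto Tsg101 binding domain (10 uM final) in HEPES pH 7.5 buffer, then FITC-PTAP peptide was added at 50 nM final. After 20 min at RT, polarization reported peptide displacement across a qHTS concentration series.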
# USP2a inh: USP2a (human) protease inhibition; O75604; USP2 core, Ub-CHOP2 coupled fluorogenic reporter, 485/531; Potency, µM (doses to about 38.3 µM), for the others: at the highest dose activity change, negative = inhibition, actives largely listed as inhibitors; actives 0.01% (n = 330,000); AID 463254;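 note: potency is the fitted concentration of half-maximal effect; plate controls were DMSO wells for no effect and full inhibition by NEM control for full effect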
# Target sequence (O75604 whole entry, looked up): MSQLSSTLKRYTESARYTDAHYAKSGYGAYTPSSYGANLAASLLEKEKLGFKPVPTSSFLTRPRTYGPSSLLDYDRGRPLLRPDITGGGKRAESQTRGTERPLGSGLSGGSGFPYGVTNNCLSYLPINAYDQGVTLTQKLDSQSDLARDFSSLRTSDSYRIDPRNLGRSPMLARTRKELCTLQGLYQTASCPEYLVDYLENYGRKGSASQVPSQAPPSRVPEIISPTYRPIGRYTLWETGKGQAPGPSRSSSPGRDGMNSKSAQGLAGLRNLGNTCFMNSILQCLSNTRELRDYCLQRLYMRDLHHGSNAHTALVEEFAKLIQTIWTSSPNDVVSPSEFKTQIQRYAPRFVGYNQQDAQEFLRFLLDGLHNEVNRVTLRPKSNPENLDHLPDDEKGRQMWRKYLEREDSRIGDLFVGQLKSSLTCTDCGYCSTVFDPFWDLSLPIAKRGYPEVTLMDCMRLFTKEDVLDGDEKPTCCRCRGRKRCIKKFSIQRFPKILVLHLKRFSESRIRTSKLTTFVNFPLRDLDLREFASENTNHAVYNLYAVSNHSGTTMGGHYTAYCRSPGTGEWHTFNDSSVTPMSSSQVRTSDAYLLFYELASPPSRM
#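 USP2 core (10nM final) preincubated 30min RT with compound in 20mM Tris-HCl pH 8.0, 2mM CaCl2, 2mM beta-mercaptoethanol, 0.05% CHAPS; 25nM Ub-CHOP2 plus 25nM reporter substrate added, fluorescence (Ex485/Em531) read after 60min.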
# TCR activator: activates T cell receptor signaling; primary human leukocytes, anti-CD3, IL-2 HTRF, 48 h; Potency, µM (doses to about 9.22 µM), inactives show top-dose activation of IL-2 secretion, hits mostly activators; 330,000 tested, under 10 active; note: % of control where 0% means no effect
#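 Primary human leukocytes receive a-CD3 beads and test compound and are incubated 48 hr. Secreted IL-2 is then assayed by HTRF, measuring 665nm acceptor emission after 320nm excitation of the europium donor.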
# Mito fusion yeast: blocks mitochondrial division or promotes mitochondrial fusion | S. cerevisiae fusion-defective mutant growth rescue, CellTiterGlo 48 h | AID 485298 | Potency, µM (highest dose often 46.1 µM), without a hit: at the top dose growth rescue (activation), hits mostly activators | actives 0.23% (n = 320,000);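 note: potency is the fitted concentration of half-maximal effect; % of control where 0% means no effect; nearly all actives have a fitted effect of over 45% in size; temperature-sensitive fusion mutants such as fzo1-1 at 37 °C on non-fermentable ethanol glycerol medium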
#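 Temperature-sensitive fusion-defective S. cerevisiae (e.g. fzo1-1, mgm1-5) were grown with compound in YPEG medium (3% ethanol, 3% glycerol) for 48 hours at 37C. Growth rescue was measured as viability by CellTiterGlo luminescence after 10 minutes at ambient.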
# ELG1 repair inh: blocks ELG1-dependent DNA repair in HEK293T cells. HEK293T ELG1-luciferase reporter, luminescence, 16 h; DNA damage induced by 5-fluorouridine. Potency, µM (titrated, usually from 46.1 µM), for the others: at the highest dose activity change, negative = inhibition, usual class: inhibitors. actives 2.3% (n = 330,000). AID 504467; note: potency is the fitted concentration of half-maximal effect; % is set by controls: 0 for no effect and ±100 for the full control effect; nearly all actives have a fitted effect of over 55% in size
#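 Reporter activity after DNA damage by 5-fluorouridine is monitored. Compound-treated cells incubate 16 hr at 37 °C, then ONE-Glo is added for 30 min before luminescence reading.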
# uPA generation: blocks generation of uPA at the cell surface; cell surface uPA generation assay, qHTS; Potency, µM (titrated, usually from 38.3 µM), for inactives: top-dose activity change, negative = inhibition, actives largely listed as inhibitors; actives 0.31% (n = 330,000); AID 540303; active = well fitted inhibition curve with a large enough effect; inconclusive = small, poorly fitted or top-dose-only effect; inactive = no such curve, though single readings can be large or run the other way; tested in mouse RAW 264.7 cells; note: potency is the fitted concentration of half-maximal effect; % is set by controls: 0 for no effect and ±100 for the full control effect; nearly all actives have a fitted effect of over 55% in size
# Tb PFK inh: T. brucei PFK enzyme inhibition | T. brucei PFK, ADP-Glo luminescence | Potency, µM (doses to about 57.5 µM), for inactives: at the highest dose activity, negative = inhibition, actives largely listed as inhibitors | actives 0.17% (n = 330,000) | AID 485367;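 note: potency is the fitted concentration of half-maximal effect; 0% = uninhibited 1x PFK enzyme wells and -100% = no-enzyme wells; nearly all actives have a fitted effect of over 60% in size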
#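 Luminescent ADP detection (ADP-Glo, two-step: ATP depletion then ADP-to-ATP conversion for luciferase) reported PFK activity after 45 min room-temperature reaction of 1.25 nM enzyme with 0.5 mM F6P and 0.1 mM ATP at pH 8.0.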
# Eya2 inh: blocks the phosphatase activity of human Eya2; recombinant Eya2, OMFP fluorescence dephosphorylation (OMFP is methylfluorescein phosphate); Potency, µM (titrated, usually from 76.9 µM), for inactives: at the top dose activity, negative = inhibition, most hits filed as inhibitors; actives 0.006% (n = 330,000); AID 488837; note: potency is the fitted concentration of half-maximal effect; % is set by controls: 0 for no effect and ±100 for the full control effect
#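 Eya2 (0.2 uM) preincubated 10 min at ambient with compound, then OMFP substrate added at 50 uM; 10 min reaction in 50 mM HEPES pH 7.5, 50 mM NaCl, 5 uM MgCl2, 0.05% BSA, 1 mM DTT. Fluorescence read at Ex 485/Em 525 nm.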
# Numbers without * were called inactive; ? = inconclusive; . = no result given; [ ] = dose if it differs, or a comment. Unless noted, calls come from the whole dose curve; as a rule, active = well fitted curve in the direction sought with a large enough effect; inconclusive = small, poorly fitted or top-dose-only effect, or another doubt; inactive = no such curve, though single readings can be large; an effect the other way counts as inactive or inconclusive. No enrichment for hits; overall some 3% were active at least once.
SMILES,TSHR antagonist,BCR signal inh,B2AR arrestin,PTAP TSG101 blk,USP2a inh,TCR activator,Mito fusion yeast,ELG1 repair inh,uPA generation,Tb PFK inh,Eya2 inh
O=C(C1CCCN(C2CC(=O)N(c3ccc(Cl)cc3)C2=O)C1)N1CCCC1 (configuration not stated),-9,2%,-0.9%,0%,0%,-1%,-14%,-9%,-3%,-1%,-9%
CCOc1ccc2nc(NS(C)(=O)=O)sc2c1,-9,-7%,0.4%,-3%,3%,-6%,4%,?,-2%,6%,-11%
Cc1cccc2sc(NC(=O)Cn3cccc3)nc12,-3,12%,0.2%,1%,3%,7%[46.1 µM],0%,?,11%,-2%,3%
O=C(NCc1ccco1)/C(=C\c1ccco1)NC(=O)c1ccc(Br)o1,2,0%,-1.5%,-1%,2%,0%[46.1 µM],0%,2%,-2%,-5%,2%
CC1=CCC2C(=O)N(c3nc(C)cc(C)n3)C(=O)C2C1 (configuration not stated),19,?,-0.5%,-6%,3%,.,1%,15%,0%,-5%,14%
O=C(COC(=O)c1n[nH]c2ccccc12)NC(=O)NC1CCCC1,-4,?,-0.1%,-2%,4%,-2%,-3%,-4%,-2%,5%,1%
Cc1ccccc1N1CCN(S(=O)(=O)c2ccc3ccccc3c2)CC1,-29,11%,-0.3%,-4%,-2%,-1%,23%,?,4%,3%,-7%
CCOc1ccc(S(=O)(=O)NCCC(=O)NCC(c2ccc(OC)cc2)N2CCCC2)cc1 (configuration not stated),-14,-3%,-0.9%,-6%,0%,1%,0%,10%,-19%,0%,-27%
Cc1ccc(O)c(CP(=O)(c2ccccc2)c2ccccc2)c1,-6,1%,0.2%,0%,-2%,0%[46.1 µM],17%,-29%,1%,-1%,-22%
COc1ccc(C2=NCCn3cccc32)c(OC)c1,3,1%,0.6%,-3%,1%,-3%[46.1 µM],-6%,-14%,-3%,-5%,2%
CCN=C1S/C(=C\c2cc(Br)ccc2OCC(=O)OCC)C(=O)N1CC,13,6%,-0.6%,2%,2%,4%[46.1 µM],0%,?,7%,9%,-8%
COc1ccc(-c2cc(C)no2)cc1S(=O)(=O)NCC1CCN(Cc2cc(C)ccc2C)CC1,-8,3%,0.1%,-1%,-2%,1%,-17%,5%,?,-2%,5%
CN1CCN(CCOC2Cc3ccccc3Sc3ccc(Cl)cc32)CC1 (configuration not stated),8,?,-0.2%,1%,4%,1%,-9%,6%,4%,1%,10%
CCN(CC(=O)NCc1ccc(Cl)cc1)C(=O)CSCC(=O)Nc1cccc(C)c1,-2,-5%,-1.2%,1%,-1%,0%,0%,3%,-5%,2%,4%
Cc1cccc(C)c1-n1nnnc1SCC(=O)c1c(N)n(C2CC2)c(=O)[nH]c1=O,-7,-1%,-0.6%,1%,-1%,6%,.,?,-25%,-4%,3%
O=C(/C=C/c1ccccc1)Nc1cccnc1Oc1ccccc1F,-5,?,5.1%,-1%,-1%,-1%,17%,5%,-4%,-1%,6%
COCc1cc(=O)[nH]c(/N=C(\N)Nc2cccc(C)c2)n1,13,?,-0.2%,-1%,2%,-6%,0%,-11%,2%,3%,-22%
COc1ccccc1-n1cnnc1SC(C)C(=O)Nc1ccc(NC(C)=O)cc1 (configuration not stated),4,-4%,-0.2%,-1%,9%,2%,2%,-15%,.,1%,6%
O=C(NCC1CCCO1)C1CC1(c1ccccc1)c1ccccc1 (configuration not stated),2,-11%,-0.2%,2%,4%,0%[46.1 µM],-2%,-6%,5%,-6%,8%
COC(=O)c1ccccc1NC(=O)N1CSC[C@H]1C(=O)OC,-11,0%,0.4%,-4%,-5%,6%,-3%,2%,-2%,3%,3%
CCN1CCN(C/C(C)=C/c2ccccc2)CC1,-7,0%,0.3%,-1%,4%,2%,-2%,-5%,1%,0%,5%
CC(C)CCn1c(Oc2ccc(Cl)cc2)nc2c1c(=O)n(C)c(=O)n2C,-17,-1%,0.0%,-2%,-2%,6%,15%,21µM*,3%,-3%,6%
CCn1c(SCC(=O)NC(C)C)nnc1-c1cccs1,13,0%,-0.2%,-1%,6%,3%,-3%,7%,6%,5%,-5%
CC(=O)Nc1cccc2c1C(=O)N(c1ccccc1C)C2=O,-1,-15%,0.5%,-3%,-1%,10%,5%,2%,7%,-1%,-5%
CCCCNC(=O)C1CCN(Cc2ccccn2)CC1,-7,-11%,0.4%,1%,1%,1%,-1%,-20%,1%,-3%,4%
COCCn1c(C)cc(/C=C2/NC(=O)N(c3ccc(Cl)cc3)C2=O)c1C,-9,?,0.1%,1%,1%,-3%[46.1 µM],-9%,18%,1%,-2%,-16%
O=C(/C=C/c1cccc([N+](=O)[O-])c1)NCc1ccccc1,-9,7%,-0.1%,-1%,-1%,-2%,1%,?,-1%,-13%,1%
O=C1CN(C(=O)/C=C/c2cccc(Cl)c2)c2ccccc2N1,-5,?,0.0%,-4%,2%,5%,3%,?,-3%,-2%,-8%
O=C(Nc1ccc2ccccc2c1)/C(=C/c1cccc(Br)c1)NC(=O)c1ccco1,0,1%,-0.6%,-2%,-1%,1%[46.1 µM],5%,-8%,-6%,2%,6%
Cc1cccnc1NC(=O)c1ccc2c(c1)OCCO2,4,-4%,-0.2%,-2%,3%,-1%,-6%,?,-4%,-8%,-19%
CCOC(=O)c1cc(C(=O)NNC(=O)c2cccc([N+](=O)[O-])c2)c(C)nc1C,-3,2%,-0.3%,-4%,-1%,-3%,0%,-8%,1%,1%,-22%
COc1cc(-c2nc(Cc3c(F)cccc3Cl)no2)cc(OC)c1OC,10,?,-0.4%,-6%,-1%,-5%,25%,?,.,4%,8%
O=C(O)c1cc(=O)n(Cc2ccccc2)c(=O)[nH]1,-3,?,-0.3%,-1%,3%,-2%,-2%,2%,10%,-5%,8%
O=C(NCC(c1ccco1)N1CCCCC1)c1cccc(S(=O)(=O)Nc2ccccc2Cl)c1 (configuration not stated),-1,-5%,-0.8%,0%,2%,6%,1%,-25%,-15%,-1%,1%
CCS(=O)(=O)N1CCN(c2ccnc3cc(Cl)ccc23)CC1,9,6%,0.1%,-2%,1%,-2%,-9%,9%,3%,-9%,-4%
O=C(NCc1ccco1)c1ccc(Cl)nc1,-11,11%,-0.4%,-3%,-1%,3%,-8%,14%,9%,-18%,14%
COc1cc(C(=O)N[C@H](C(=O)NC2CCCCCC2)C(C)C)cc(OC)c1OC,-4,-9%,-0.2%,-4%,6%,0%,-2%,12%,1%,-4%,-7%
O=C(Cc1ccccc1)NC1CCS(=O)(=O)C1 (configuration not stated),-12,-11%,0.0%,0%,0%,1%[46.1 µM],-9%,-1%,-7%,0%,-8%
O=C(NCc1cccnc1)c1ccc(NC(=O)c2ccco2)cc1,4,?,-0.6%,-2%,1%,1%,1%,?,-2%,5%,9%
C/[N+]([O-])=C1\Cc2ccccc2C1=O,4,2%,-0.7%,-2%,3%,1%,-9%,13%,0%,2%,0%
Cc1cc(C)cc(NC(=O)CN(c2ccc(F)cc2)S(C)(=O)=O)c1,33,?,0.1%,-1%,0%,1%,4%,?,3%,-5%,6%
CN1CCN(NC(=O)c2cc(Br)ccc2Cl)CC1,-7,9%,-0.7%,-5%,1%,2%,-6%,11%,-2%,1%,0%
O=C(c1ccccc1)N1N=C(c2ccco2)CC1c1cccs1 (configuration not stated),2,-1%,-0.4%,-1%,2%,6%,3%,0%,-5%,-2%,8%
CC(C)(C)c1cc(N2CCOCC2)n2ncc(-c3ccccc3)c2n1,15,2%,-0.7%,-10%,-5%,-1%,-8%,-26%,-16%,-21%,-1%
COc1ccc(C(=O)O)cc1S(=O)(=O)Nc1ccc(C)cc1,-1,-1%,0.1%,-7%,0%,-1%,-1%,11%,4%,-2%,4%
COc1ccc(OC)c(/C=C/C(=O)OCC(=O)NCc2ccccc2)c1,2,0%,-0.6%,0%,-1%,3%,.,-12%,2%,-1%,-4%
c1ccc(-c2csc(Nc3ccccn3)n2)cc1,-14,.,-0.1%,-6%,2%,-5%,-9%,?,-5%,-1%,-3%
COc1ccc(CN(C)C(=O)Cn2ccsc2=N)cc1OC,-2,-5%,0.0%,0%,-3%,-2%,-3%,0%,0%,-4%,0%
COc1cc(CNCCN(C)C)c(Br)cc1OCC(=O)NCc1ccccc1,-2,2%,-1.3%,-2%,3%,2%[46.1 µM],-3%,22%,3%,-2%,-7%
